AmpC detergent – inhibitors of E. coli AmpC beta-lactamase with detergent; Potency, µM (highest dose often 114 µM), without a hit: top-dose activity change, negative = inhibition, most hits filed as inhibitors; 0.041% of 370,000 active; AmpC hydrolysis of nitrocefin, absorbance 480 nm, 0.01% Triton;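 further: potency means the concentration at half of the fitted maximal effect; 0% = no-compound wells and -100% = no-enzyme wells; nearly all actives have a fitted effect of over 25% in size; some results filed as inactive show a strong effect at the top dose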
Target sequence (P00811 whole entry, looked up): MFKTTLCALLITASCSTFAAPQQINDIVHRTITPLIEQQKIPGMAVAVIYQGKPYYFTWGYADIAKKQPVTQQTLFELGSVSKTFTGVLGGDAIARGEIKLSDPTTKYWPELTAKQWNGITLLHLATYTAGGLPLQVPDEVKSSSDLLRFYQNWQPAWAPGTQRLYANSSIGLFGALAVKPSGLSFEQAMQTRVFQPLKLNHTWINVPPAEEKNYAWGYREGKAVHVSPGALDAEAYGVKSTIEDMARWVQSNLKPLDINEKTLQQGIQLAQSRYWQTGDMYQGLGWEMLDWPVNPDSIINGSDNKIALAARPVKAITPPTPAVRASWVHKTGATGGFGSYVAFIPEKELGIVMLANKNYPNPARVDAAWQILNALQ
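20 mM phosphate pH 7.0 + 0.01% (detergent screen) or 0.0001% Triton X-100; 5.3 nM AmpC reagent; cpd preinc 15 min RT; nitrocefin (800 uM stock) to start; A480 q20 s × 4 min; Activity was normalised to no-enzyme and no-compound control wells.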
Sm TGR inh – blocks Schistosoma mansoni thioredoxin glutathione reductase | Potency, µM (titrated, usually from 114 µM), for the others: at the top dose activity change, negative = inhibition, usual class: inhibitors | AID 485364 | Q962Y6 | purified TGR, DTNB reduction, TNB absorbance 405 nm | 3% of 360,000 active; further: potency means the concentration at half of the fitted maximal effect; nearly all actives have a fitted effect of over 60% in size
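Kinetic colorimetric format: TGR-catalysed, NADPH-driven DTNB reduction monitored via TNB absorbance. Enzyme dispensed at 20 nM; compound exposure 15 min at room temperature before reaction start.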
FBPA Giardia inh – blocks Giardia fructose-bisphosphate aldolase activity; A8B2U2; purified Giardia FBPA; Potency, µM (highest dose often 59.6 µM), inactives show top-dose activity, negative = inhibition, most hits filed as inhibitors; 0.71% of 290,000 active; AID 2451; further: potency means the concentration at half of the fitted maximal effect; nearly all actives have a fitted effect of over 55% in size
Target sequence (A8B2U2 whole entry, looked up): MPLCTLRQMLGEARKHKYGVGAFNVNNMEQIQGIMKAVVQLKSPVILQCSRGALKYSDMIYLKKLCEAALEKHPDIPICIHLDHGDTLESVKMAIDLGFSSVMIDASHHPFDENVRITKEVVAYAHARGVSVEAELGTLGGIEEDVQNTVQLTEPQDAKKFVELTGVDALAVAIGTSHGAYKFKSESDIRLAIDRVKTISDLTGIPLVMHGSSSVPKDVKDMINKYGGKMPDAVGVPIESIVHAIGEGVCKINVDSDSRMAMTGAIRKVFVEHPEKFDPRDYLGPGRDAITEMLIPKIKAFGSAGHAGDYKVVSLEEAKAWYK
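Giardia FBPA (40 nM reagent) was preincubated 10 min at RT with compound (up to 57.5 uM final), then substrate plus GAPDH/TPI/NAD/arsenate coupling system with diaphorase/resazurin was added; resorufin fluorescence (525/598 nm) was read after 20 min.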
HCMV inh – blocks human cytomegalovirus replication | HFF cells, HCMV-luciferase reporter, 72 h; hits give low values | activity change, negative = inhibition, % at 57.5 µM | 4.5% of 410,000 active; in the data active means activity change below about -60%; inconclusive means no clear call, values can overlap the other calls; inactive means above about -39%
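Cell-based, HFFs, 1000 cells/well, 16 h 37C; cpds in DMSO + HCMV-luc, MOI 1 PFU/cell; 72 h 37C; OneGlo luminescence after 5 min RT; norm. to buffer vs Salinomycin 10uM.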
AMA1-RON2 inh – disrupts binding of P. falciparum AMA1 to RON2; AlphaScreen AMA1-biotinylated RON2 peptide binding; 0.2% of 360,000 active; Potency, µM (titrated, usually from 58.2 µM), for inactives: at the top dose activity change, negative = inhibition, actives largely listed as inhibitors;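 further: potency means the concentration at half of the fitted maximal effect; 0% = vehicle wells and -100% = peptide control; nearly all actives have a fitted effect of over 45% in size; some results filed as inactive show a strong effect at the top dose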
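AMA1 (3D7) with his tag at 25 nM final met compounds first, then biotinylated RON2 peptide at 25 nM; detection used donor plus acceptor beads, 10 µg/mL apiece, read by AlphaScreen after 30 min at room temperature.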
AmpC inh no detg – blocks E. coli AmpC beta-lactamase in detergent-free assay; AmpC nitrocefin hydrolysis, absorbance 480 nm, 0.0001% Triton; P00811; Potency, µM (top dose mostly 57.1 µM), without a hit: at the highest dose activity change, negative = inhibition, actives largely listed as inhibitors; AID 485341; 0.52% of 330,000 active;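 further: potency means the concentration at half of the fitted maximal effect; plate controls were no compound for no effect and no enzyme for full effect; nearly all actives have a fitted effect of over 20% in size; some results filed as inactive show a strong effect at the top dose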
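20 mM phosphate pH 7.0 + 0.01% (detergent screen) or 0.0001% Triton X-100; 5.3 nM AmpC reagent; cpd preinc 15 min RT; nitrocefin (800 uM stock) to start; A480 q20 s × 4 min; Activity was normalised to no-enzyme and no-compound control wells.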
Active calls of the source: *; ? = inconclusive; nt = no result given; [ ] = another dose, or the depositor's remark. Unless noted, the call rests on the fitted dose curve; in most records, active means well fitted curve in the direction sought with a large enough effect; inconclusive means small, poorly fitted or top-dose-only effect, or another doubt; inactive means no such curve, though single readings can be large; an effect the other way counts as inactive or inconclusive. Unless noted, on the % scale 0 is the no-effect control and ±100 the full control effect.

SMILES | AmpC detergent | Sm TGR inh | FBPA Giardia inh | HCMV inh | AMA1-RON2 inh | AmpC inh no detg
Cc1ccc(-c2noc(CNC(=O)c3ccc(C)c(Cl)c3)n2)cc1 | 19% | 1% | nt | -27 | nt | nt
C[C@@H](C(=O)Nc1nc2ccc(F)cc2s1)N1C(=O)C2CC=CCC2C1=O (stereo partly drawn) | 5% | 0% | 7% | 45 | 8% | -19%
COc1ccc(-n2c(SCc3ccccc3F)nc3c([nH]c4ccccc43)c2=O)cc1 | -3% | 6% | nt | -5 | nt | nt
CCCn1c(CC)nc([N+](=O)[O-])c1Sc1ccc(F)cc1 | 5% | 45µM* | -5% | -40 | -10% | -34%
O=C(C1COc2ccccc2O1)N1CCN(Cc2ccccc2)CC1 (stereo not drawn) | -18% | ? | 0% | -11 | 6% | 39%
CN(C)S(=O)(=O)Oc1ccsc1C(=O)Nc1ccc(Cl)cc1 | -2% | 23% | -1% | ? | 25% | -29%
NC(=O)c1ccc(NC(=O)COC(=O)c2ccc(Br)o2)cc1 | -8% | -8% | nt | -30 | -3% | -11%
Clc1cc2nc3ccccn3c2cc1Cl | 2% | -5% | 6% | 15 | 50%[activator] | -16%
CCn1c(=O)c2sccc2n2c(CCCC(=O)Nc3ccc(Oc4ccccc4)cc3)nnc12 | 7% | 7% | nt | -6 | nt | nt
O=C(CSc1cn(Cc2cccc(F)c2)c2ccccc12)NCc1ccc(F)cc1 | ? | -3% | 6% | 13 | 17% | -17%
Cc1cccc(C(=O)NCCN(C)C)c1 | -13% | -22% | -8% | 12 | -3% | -14%
C=CC[C@H](CC(=O)N(CCO)Cc1ccccc1)C(=O)NC[C@H](OC(=O)[C@@H](CC=C)Cc1ccc(F)cc1)c1ccccc1 | nt | nt | nt | 19 | -6% | 191%[activator]
CCCc1cc2c(=O)c(-c3ccc4c(c3)OCCO4)c(C)oc2cc1OS(C)(=O)=O | 0% | 8% | 1% | ? | -7% | 22%
COc1ccc(C(C)=O)c2c(O)cccc12 | -10% | -23% | ? | 56 | 0% | -36%
Cc1cc(C)nc(N2CCCC(C(=O)Nc3cccc(Cl)c3)C2)n1 (stereo not drawn) | -3% | 0% | -8% | -28 | -6% | -4%
COc1nc(NCc2ccco2)nc(NC2CCCCC2)n1 | -20% | -24% | 2% | 54 | -16% | -9%
CCN(CC)C(=O)Oc1ccc(Br)cc1C(=O)Nc1ccc(F)cc1F | -3% | 10% | 0% | -10 | -18% | -5%
CNC(=S)N(Cc1ccc2c(c1)OCO2)C1CC(=O)N(c2ccccc2)C1=O (stereo not drawn) | ? | 0% | -10% | -33 | -15% | -39%
CCN(CC)CCN1C(=O)C(O)=C(C(=O)c2cc3cccc(OC)c3o2)C1c1cccs1 (stereo not drawn) | ? | -24% | 11% | nt | -1% | -30%
COc1ccc(N(Cc2ccccc2)S(=O)(=O)c2cccc(C(=O)NC3=NCCS3)c2)cc1 | 0% | 6% | 13% | -13 | 51%[activator] | -16%
COCCOC1CCN(C(=O)C2CCC(=O)N(CCc3ccc(OC)cc3)C2)CC1 (stereo not drawn) | 6% | 6% | 9% | -13 | 9% | -1%
Cc1ccc(S(=O)(=O)N(Cc2ccccc2)c2ccccc2C(=O)NCc2ccco2)cc1 | 3% | ? | -5% | -19 | -12% | -2%
O=C(CSc1nc(=O)[nH]c2c1CCC2)Nc1cc(C(F)(F)F)ccc1Cl | -2% | -18% | nt | -29 | nt | nt
Cc1[nH]c2ccc(F)cc2c(=O)c1SC(F)(F)C(F)C(F)(F)F (stereo not drawn) | -6% | 9% | 1% | -15 | 3% | -15%
C#CCOCCOCCOCCNc1nc(N2CCOCC2)nc(N2CCN(C(=O)[C@H]([C@@H](C)CC)n3cc([C@@H](N)CC(C)C)nn3)CC2)n1 | 3% | 2% | 1% | 23 | 6% | 184%[activator]
The list continues.
SMILES | AmpC detergent | Sm TGR inh | FBPA Giardia inh | HCMV inh | AMA1-RON2 inh | AmpC inh no detg
CC1(C)CC(=O)c2sc(NC(=O)c3ccccc3)nc2C1 | 3% | nt | -5% | nt | nt | -1%
CCOc1ccc(N2CC(C)Cn3c2nc2c3c(=O)n(CC(=O)O)c(=O)n2C)cc1 (stereo not drawn) | -6% | 2% | nt | 21 | nt | nt
Cc1ccc(-n2c3c(cc(C(=O)N4CCN(C)CC4)c2=O)C(=O)CC(C)(C)C3)cc1 | 8% | -16% | 2% | 57 | 0% | -15%
Cc1ccccc1Nc1c(-c2ccc(N3CCOCC3)cc2)nc2ccc(Br)cn12 | 6% | -1% | nt | 19 | nt | nt
Cc1cc(C(=O)CSc2nnc(N)s2)c(C)n1C1CC1 | ? | -18% | nt | 33 | 4% | -16%
CC(C(=O)OCC(=O)c1c(N)n(C)c(=O)n(C)c1=O)N1C(=O)c2ccccc2C1=O (stereo not drawn) | -13% | -10% | 0% | 27 | 9% | -17%
CC(C)(C)OC(=O)C[C@H]1C/C=C\C[C@H](CC(=O)N[C@H](CO)Cc2ccccc2)C(=O)N2CCC[C@H]2COC1=O | nt | nt | nt | 2 | 15% | 200%[activator]
O=C(Nc1nccs1)c1ccc(Br)c(S(=O)(=O)N2CCCC2)c1 | ? | -20% | -11% | -29 | 97%[activator] | -35%
Cn1c(-c2ccccn2)[n+](C)c2ccccc21 | 6% | 10% | 4% | -13 | -3% | 0%
COc1ccccc1N1CCN(C(=S)Nc2ccc(F)cc2)CC1 | -19% | -4% | -2% | -5 | -1% | 24%
O=C(OC(C(=O)NC1CCCC1)c1cccnc1)C1=Cc2ccccc2OC1 (stereo not drawn) | -1% | 2% | 1% | 16 | -3% | -6%
CCOP(=O)(OCC)C(O)c1cc(OC)c(OC)c(OC)c1 (stereo not drawn) | 1% | 6% | 5% | -32 | -2% | -7%
Cc1sc(N)nc1-c1ccccc1 | -13% | -10% | -1% | 33 | 3% | 34%
CC(=O)N/N=C(\C)CC(=O)Nc1cccc2c1CCCC2 | -1% | 5%[57.1 µM] | -2% | 6 | 24% | 38%
O=C(Cc1ccc(F)cc1)Nc1nnc2n1CCS2 | -4% | 8% | nt | -6 | nt | nt
O=C(COC(=O)c1cccc(Cl)c1Cl)NCc1cccs1 | 3% | -21% | nt | -5 | -2% | -13%
CCn1c(=O)c(C(=O)NNS(=O)(=O)c2ccc(NC(=O)OC)cc2)c(O)c2ccccc21 | 5% | 1% | -3% | 84 | 0% | -24%
O=C(NCC1CC1)c1ccccc1Cl | -2% | -1% | 0% | 31 | 9% | -11%
CCCCCC(=O)NNC(=O)Nc1ccccc1 | 2% | 0% | 3% | 6 | 34%[activator] | -11%
CCn1c(=O)c2cc(C(=O)NC3CCC(C)CC3)sc2c2ccccc21 (stereo not drawn) | 1% | 6% | nt | -67* | nt | nt
O=C(CN1C(=O)CSC1=O)NCc1ccccc1 | 1% | -25% | 4% | 12 | -2% | -17%
O=C(c1cc(-c2ccc(Cl)cc2)on1)N1CCN(c2ccc(F)cc2)CC1 | ? | -1% | 2% | -21 | 17% | -20%
CCSc1ncc(Cl)c(C(=O)Nc2ccccc2C)n1 | -2% | 0% | 0% | 0 | 8% | -23%
CC(Sc1nncs1)C(=O)Nc1ccc(Cl)cn1 (stereo not drawn) | 0% | 3% | 3% | 9 | -1% | -3%
CC1=CC(C)(C)N(C(=O)CNC2CCCCC2)c2cc(C)ccc21 | -8% | 0% | ? | -40 | -20% | 12%

As a short view, part of the list above.
SMILES | AmpC detergent | Sm TGR inh | FBPA Giardia inh | HCMV inh | AMA1-RON2 inh | AmpC inh no detg
Cc1ccc(-n2c3c(cc(C(=O)N4CCN(C)CC4)c2=O)C(=O)CC(C)(C)C3)cc1 | 8% | -16% | 2% | 57 | 0% | -15%
Cc1ccccc1Nc1c(-c2ccc(N3CCOCC3)cc2)nc2ccc(Br)cn12 | 6% | -1% | nt | 19 | nt | nt
Cc1cc(C(=O)CSc2nnc(N)s2)c(C)n1C1CC1 | ? | -18% | nt | 33 | 4% | -16%

Next part:
SMILES | AmpC detergent | Sm TGR inh | FBPA Giardia inh | HCMV inh | AMA1-RON2 inh | AmpC inh no detg
C=C(C)C1CC=C(C)/C(=N/NC(=O)CCCNc2cccc(C)c2)C1 (stereo not drawn) | ? | nt | -4% | 2 | -26% | 24%
CCOC(=O)Cn1c(=O)n(C2CCCCC2)c2nc(-c3ccc(OCC)cc3)nc(C(N)=O)c21 | 2% | -1% | nt | 1 | nt | nt
COc1ccc(Cl)cc1NC(=S)NCc1ccc(S(N)(=O)=O)cc1 | -1% | ? | 0% | -7 | 0%[2.32 µM] | -25%
Cc1ccsc1C(=O)NCc1ccccc1Cl | ? | 5% | 11% | -31 | 9% | -10%
CCOC(=O)c1oc2ccccc2c1NC(=O)C(C)(C)C | 2% | 2% | 7% | 34 | -1% | -1%
O=C(Nc1nnc(-c2ccc(Br)cc2)o1)C1=COCCO1 | -11% | -2% | nt | -16 | 50%[activator] | -13%
CCCC(=O)Nc1nnc(CC(=O)OCC)s1 | ? | 11% | 3% | 70 | -4% | -13%
CCC(C)NC(=O)Cn1c(=O)n(-c2ccc(C)cc2)c(=O)c2ccccc21 (stereo not drawn) | 18% | 6% | nt | 6 | nt | nt
CC(C)CCN1CCN(Cc2nc3c(s2)CCCC3)CC1CCO (stereo not drawn) | 9% | 6% | -1% | 67 | 14% | 17%
COc1cccc(CC(=O)Nc2ccc(S(=O)(=O)Nc3nccs3)cc2)c1 | nt | nt | nt | 14 | -3% | -33%
O=C(CCn1c(=O)oc2ccccc21)Nc1ccc(C(=O)O)cc1 | 3% | 6% | -5% | 15 | -2% | -4%
CC1CN(S(=O)(=O)c2ccc(C(=O)Nc3sccc3C(N)=O)cc2)CC(C)O1 (stereo not drawn) | -1% | -7% | 0% | -20 | -6% | -23%
Cc1ccc(NS(=O)(=O)c2ccccc2F)cc1S(=O)(=O)N1CCCCC1 | 8% | 1% | nt | -23 | -8% | -33%
CC(c1ccco1)N(C(=O)c1ccc(F)cc1)c1ccccn1 (stereo not drawn) | 2% | -22% | 9% | -27 | 4% | 0%[11.4 µM]
CCNCc1ccccc1OCc1ccccc1 | 5% | 3% | 1% | 17 | 6% | -10%
CCCN(CC(=O)Nc1ccccc1OC)C(=O)c1cccc(S(=O)(=O)NCc2ccccc2)c1 | -4% | -2% | nt | -26 | 35%[activator] | -3%
CN(C)S(=O)(=O)Oc1cccc(C(=O)Nc2ccc([N+](=O)[O-])cc2)c1 | -6% | 1% | 2% | -28 | 20% | -16%
S=C(Nc1ccc2c(c1)OCO2)N1CCCC1 | -8% | nt | -9% | 18 | -2% | -4%
CC/C(O)=C1\C(=O)CCCC1=NCCc1nc2ccccc2[nH]1 | 2% | 62%[activator] | -12% | nt | nt | -16%
C[C@@H]1C=C(C(=O)N2CCOCC2)O[C@H](OCc2ccc(CO)cc2)C1 | -7% | -7% | 4% | -18 | 2% | 2%
CC(C(=O)NCCC1=CCCCC1)N1C(=O)c2ccccc2C1=O (stereo not drawn) | -18% | -11% | 1% | 1 | 7% | 2%
COc1ccc(NC(=O)CSc2nc(-c3ccc(OC)cc3)cc(=O)[nH]2)cc1 | 5% | 0% | nt | 34 | nt | nt

Source: PubChem BioAssay
